High-throughput results (PubChem)
APE1 inh – APE1 (human) endonuclease inhibition | hit rate 0.35% among 350,000 | AID 2517 | Potency, µM (series often up to 65.8 µM), for inactives: at the top dose activity change, negative = inhibition, actives largely listed as inhibitors | recombinant APE1, TAMRA/BHQ-2 abasic DNA cleavage fluorescence | P27695;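 further: potency means the concentration at half of the fitted maximal effect; plate controls were vehicle for no effect and reference inhibitor for full effect; nearly all actives have a fitted effect of over 55% in size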
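Endonuclease cleavage of a quenched abasic-site DNA duplex (50 nM) by APE1 (0.75 nM) was tracked by TAMRA dequenching. Compounds were preincubated with enzyme 15 min at room temperature; data normalized to buffer-only and DMSO wells plus NSC13755 control.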
RGS4 inh – human RGS4 inhibition; Potency, µM (top dose mostly 114 µM), for the others: at the highest dose activity change, negative = inhibition, most hits filed as inhibitors; Transcreener GDP fluorescence polarization, RGS4-accelerated GTP hydrolysis; hit rate 0.039% among 390,000; AID 504845; P49798; further: potency means the concentration at half of the fitted maximal effect; on the % scale 0 is the no-effect control and ±100 the full control effect; nearly all actives have a fitted effect of over 75% in size; some results filed as inactive show a strong effect at the top dose
Target sequence (P49798 whole entry, looked up): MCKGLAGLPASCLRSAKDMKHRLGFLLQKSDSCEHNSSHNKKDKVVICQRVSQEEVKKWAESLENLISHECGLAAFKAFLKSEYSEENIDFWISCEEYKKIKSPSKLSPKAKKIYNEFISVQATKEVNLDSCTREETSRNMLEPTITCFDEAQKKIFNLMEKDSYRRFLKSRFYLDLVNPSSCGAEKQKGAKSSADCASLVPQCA
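MLSMR compounds (23 nl, pin-transferred) preincubated 10 min at room temperature with a 500nM (2x) first reagent, then RGS4 at 900nM (2x) plus Transcreener GDP mix added; fluorescence polarization (620/688 nm) read before and after 90 min at 30 °C.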
Apoferritin bind – candidate novel general anesthetic via apoferritin binding. P02791. apoferritin/1-aminoanthracene competitive binding, fluorescence. Potency, µM (doses to about 77.5 µM), for inactives: at the highest dose activity change, negative = displacement, hits mostly inhibitors. hit rate 0.074% among 350,000; further: potency means the concentration at half of the fitted maximal effect; on the % scale 0 is the no-effect control and ±100 the full control effect; nearly all actives have a fitted effect of over 20% in size
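Apoferritin-based anesthetic binding model; compound displacement of fluorescent 1-AMA measured as endpoint fluorescence after 10 minutes at room temperature, scaled to free-ligand and complex controls.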
Pol eta inh – blocks human DNA polymerase eta activity | recombinant Pol eta, fluorescent DNA replication assay | Potency, µM (series often up to 114 µM), for the others: top-dose activity change, negative = inhibition, hits mostly inhibitors | hit rate 1.2% among 390,000 | AID 588591; further: potency means the concentration at half of the fitted maximal effect; on the % scale 0 is the no-effect control and ±100 the full control effect
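Pol eta at 10 nM preincubated with compounds 15 min at room temperature; reaction started with fluorescent substrate (50 nM final) and read kinetically at 0 and 10 min.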
12-LOX inh – inhibitors of human 12S-lipoxygenase ALOX12. Potency, µM (highest dose often 108 µM), for the others: at the top dose activity change, negative = inhibition, actives largely listed as inhibitors. purified 12hLO, xylenol orange hydroperoxide absorbance. P18054. AID 1671190. hit rate 1.1% among 580,000; further: potency means the concentration at half of the fitted maximal effect; on the % scale 0 is the no-effect control and ±100 the full control effect
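Purified human 12hLO at 150 nM in 25 mM Hepes, 0.01% Triton X-100, pH 7.0, preincubated 15 min at room temperature with compound. Reaction started with 40 uM arachidonic acid, 30 min at room temperature. Hydroperoxide measured by Fe-xylenol orange, 573/405 nm absorbance ratio.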
LDHA inh – inhibitors of human lactate dehydrogenase A; P00338; purified LDHA, NADH/diaphorase-resazurin fluorescence; hits give low values; activity change, % (values are at about 110 or 230 µM); hit rate 0.15% among 480,000; AID 1347041; in the data active means activity change below about -30%; inconclusive means mostly about -25% to -30%;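 further: plate controls were DMSO wells for no effect and wells without enzyme for full effect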
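Remaining NADH was detected by diaphorase (0.133 mg/mL) converting 37 µM resazurin to fluorescent resorufin, read at 0 and 20 minutes. The preceding 5-minute room-temperature reaction used 2 nM LDHA, 0.2 mM sodium pyruvate and 0.06 mM NADH at pH 7.4.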
ERG Ets-DNA blk – ERG Ets/DNA interaction inhibition. fluorescence polarization, His-ERG Ets domain / labelled DNA. Potency, µM (top dose mostly 76.9 µM), inactives show top-dose FP activity, negative = inhibition, hits mostly inhibitors. AID 624246. hit rate 0.028% among 370,000; active means well fitted inhibition curve with a large enough effect in the polarisation, with a control signal flat; inconclusive means small, poorly fitted or top-dose-only effect, or effect the other way, or a change in a side signal; inactive means no such curve, though single readings can be large or run the other way; the % refers to the polarisation;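 further: polarization taken with two DNA probes labelled with fluorescein and Texas red; potency means the concentration at half of the fitted maximal effect; % of control where 0% means no effect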
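His-tagged ERG Ets domain (1 uM in the protein solution; 300mM KCl, 50mM Tris-HCl, 1mM EDTA, 1mM DTT, pH 7.5) received compound, then a probe mix of 5 nM fluorescein-DNA and 100nM Texas-615-DNA. Fluorescence polarization was read for both dyes.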
Pol kappa inh – DNA polymerase kappa (human) inhibition. Q9UBT6. purified Pol kappa, fluorescent DNA synthesis assay, 10 min. Potency, µM (series often up to 107 µM), for inactives: at the highest dose activity, negative = inhibition, most hits filed as inhibitors. hit rate 0.53% among 400,000; further: potency means the concentration at half of the fitted maximal effect; on the % scale 0 is the no-effect control and ±100 the full control effect
Target sequence (Q9UBT6 whole entry, looked up): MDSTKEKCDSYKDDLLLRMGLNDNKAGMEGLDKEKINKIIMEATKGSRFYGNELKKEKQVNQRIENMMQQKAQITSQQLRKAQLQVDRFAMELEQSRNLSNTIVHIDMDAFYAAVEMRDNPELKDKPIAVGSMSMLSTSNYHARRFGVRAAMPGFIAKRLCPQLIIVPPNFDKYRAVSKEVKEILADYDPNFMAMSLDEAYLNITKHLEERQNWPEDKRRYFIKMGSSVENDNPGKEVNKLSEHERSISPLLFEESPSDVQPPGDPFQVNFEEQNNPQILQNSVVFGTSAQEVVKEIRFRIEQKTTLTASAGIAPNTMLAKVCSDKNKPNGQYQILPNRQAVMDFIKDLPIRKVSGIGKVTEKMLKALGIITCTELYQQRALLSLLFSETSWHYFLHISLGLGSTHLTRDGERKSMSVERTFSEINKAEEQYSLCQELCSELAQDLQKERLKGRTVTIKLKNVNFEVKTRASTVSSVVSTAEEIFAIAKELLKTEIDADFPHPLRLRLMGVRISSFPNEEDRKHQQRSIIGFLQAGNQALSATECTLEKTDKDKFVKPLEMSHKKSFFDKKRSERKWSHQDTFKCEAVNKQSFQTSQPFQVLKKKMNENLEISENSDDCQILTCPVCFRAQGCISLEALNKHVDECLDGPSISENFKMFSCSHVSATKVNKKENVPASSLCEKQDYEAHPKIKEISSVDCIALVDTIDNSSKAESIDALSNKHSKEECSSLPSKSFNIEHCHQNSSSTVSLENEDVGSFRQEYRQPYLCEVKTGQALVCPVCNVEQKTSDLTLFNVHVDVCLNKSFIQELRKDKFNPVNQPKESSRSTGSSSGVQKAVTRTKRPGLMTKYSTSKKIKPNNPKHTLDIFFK
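10 nM Pol kappa preincubated 15 min at room temperature with compounds, then reaction started with substrate at 50 nM final. Fluorescence read kinetically at 0 and 10 min; buffer-only wells served as negative control.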
POLB inh – inhibitors of human DNA polymerase beta. P06746. Pol beta primer extension/strand displacement, fluorescence kinetic. Potency, µM (highest dose often 114 µM), without a hit: at the top dose activity change, negative = inhibition, most hits filed as inhibitors. hit rate 1.3% among 340,000; further: potency means the concentration at half of the fitted maximal effect; on the % scale 0 is the no-effect control and ±100 the full control effect
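10 nM enzyme + cpd, 15 min RT; start with substrate 50 nM final; read 0 min and after 10 min RT. Corrected, normalized data; 4-parameter Hill curve fit.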
Starred values were filed as active, the others as inactive; ? = inconclusive; . = no result given; & = joins results of further samples; [ ] = another dose, or the depositor's remark. Unless noted, the call rests on the fitted dose curve; in most records, active means well fitted curve in the direction sought with a large enough effect; inconclusive means small, poorly fitted or top-dose-only effect, or another doubt; inactive means no such curve, though single readings can be large; an effect the other way counts as inactive or inconclusive. Only part of the results is shown (hit frequency here may not be typical).

Screens in order – APE1 inh | RGS4 inh | Apoferritin bind | Pol eta inh | 12-LOX inh | LDHA inh | ERG Ets-DNA blk | Pol kappa inh | POLB inh
- CC(C)S(=O)(=O)c1csc(C(=O)NN)c1Cl
  ? | -11% | -4% | -6% | ? | -9 | -9% | -7% | 0%
- Cc1ccc(-c2csc3ncnc(SCc4ccc(C(=O)O)cc4)c23)cc1
  0% | -47% | -16% | 79µM* | ? | -8 | 3% | 7% | ?
- COc1ccc(C)cc1S(=O)(=O)N1CCN(C(=O)c2ncoc2-c2ccccc2C)CC1
  -5% | -13% | -2% | -2% | 0% | -17 | -6% | -2% | 14%
- O=C1c2ccccc2C(=O)N1CN(C(=O)COc1ccccc1)c1ccccc1
  -6% | -12% | -22% | -8% | -8% | -1 | . | -6% | 1%
- c1ccc(CNc2ncnc3c2ncn3C2CCCCO2)cc1 (centres undefined)
  5% | -1% | ? | -5% | -3% | -5 | . | -8% | -3%
- CSc1nn(Cc2ccc(Br)cc2)c(N(C(C)=O)C(C)=O)c1S(=O)(=O)c1ccccc1
  . | 9% | -3% | -24% | -5% | -8 | 8% | 0% | -2%
- O=C(O)c1ccccc1-c1nc2cc(Cl)ccc2c(=O)n1O
  -5% | 11% | -3% | -8% | -10% | 7 | 10% | -14% | 11%
- COc1ccc(OC)c(NC(=O)c2cn(C)c(=O)c3cc(OC)c(OC)cc23)c1
  -13% | -20% | -22% | -11% | -4% | 6 | -14% | -4% | 2%
- CCN(CC)S(=O)(=O)c1ccc2c(c1)c(=O)c(C(=O)N1CCN(c3ccc(F)cc3)CC1)cn2C
  . | 3% | 55%[activator] | -10% | -19% | 3 | -2% | -4% | 7%
- O=C(CSc1nnc(-c2ccccc2O)o1)Oc1ccc(Br)cc1
  -9% | -24% | ? | -12% | 10% | 3 | 0% | -4% | 14%
- CS(=O)(=O)N(CC(=O)N1CCCCCC1)c1cccc([N+](=O)[O-])c1
  -4% | 18% | -8% | 1% | -9% | -7 | 1% | -2% | -19%
- COc1ccc(CN2CCC(Oc3cc(C(=O)NC4CC4)ccc3OC)CC2)c(O)c1
  60%[activator] | 5% | -19% | -5% | 16% | -3 | 6% | ? | 3%
- O=C(O)c1ccccc1NC(=O)c1ccccc1Nc1ccccc1
  58% | -29% | -3% | -18% | 76%[activator] | -7 | -2% | -2% | ?
- CCC(CC)NC(=O)c1ccc2nc[nH]c2c1
  -2% | 6% | 0% | 1% | 6% | 1 | 6% | -8% | 7%
- CC1CCN(S(=O)(=O)c2ccc(NC(=O)[C@@H]3CCCN3C(=O)c3cccs3)cc2)CC1
  0% | 5% | . | -4% | 393%[activator] | 0 | . | -20% | .
- O=C(C1CC1)N1CCC(c2nc(-c3ccc(S(=O)(=O)N4CCCC4)cc3)no2)CC1
  2% | 22% | ? | -7% | -1%[57.4 µM] | -2 | 1% | 3% | ?
- O=[N+]([O-])c1ccc(O)c2ncccc12
  11% | 3% | -13% | -8% | ? | 7 | -8% | -9%[19.4 µM] | 30%
- Cc1noc(C)c1COc1ccc(C(=O)OCC(=O)NCCN2C(=O)CSC2=O)cc1
  7% | 11% | 1% | -20% | -6% | -6 | 3% | -24% | 35%
- COc1cc(SC)ccc1C(=O)N1CC(C)OC(C)C1 (centres undefined)
  1% | -35% | -9% | -21% | -5% | 4 | 15%[15.4 µM] | -1% | -2%
- COC(=O)c1ccc(N2OC3(C)C=CC2CC3)cc1 (centres undefined)
  1% | 0% | -10% | -7% | -23% | -4 | 1% | -10% | 1%
- C=CCn1cc(C(=O)N2CCN(C)CC2)c(=O)c2cc(S(=O)(=O)N3CCCC3)ccc21
  -2% | 2% | 0% | -14% | 43%[activator][57.4 µM] | -1 | 12% | -31% | 20%
- Cc1nc2nc(NCc3ccc(Cl)cc3)[nH]n2c(=O)c1Cc1ccccc1
  . | -8% | 0% | 1% | -14% | -5 | -7% | 9% | -9%
- Cc1ccc(NC(=O)CSc2nc(C3CCCC3)nc3c2c(=O)n(C)c(=O)n3C)c(C)c1
  . | 22% | -1% | . | -22% | -8 | 12% | -6%[60.1 µM] | 40%[activator]
- COc1ccc(-c2nc(Cc3ccc(Cl)cc3)no2)cc1OC
  -5% | -20% | -9% | -11% | -1% | -7 | 1% | -9% | 2%
- COc1ccc(CNCCc2ccc([N+](=O)[O-])cc2)c(OC)c1OC
  -4% | -3% | -12% | -11% | 7.9µM* | -18 | 8% | -9% | 39%
- O=C1N(c2ccccc2C(F)(F)F)OC1(Cc1ccccc1)c1ccccc1 (centres undefined)
  10% | 0% | . | ? | 3% | 8 | -17% | 4% | .
- N#Cc1cc(N)ccc1-n1cccc1
  0% | 33% | -4% | -24% | 0% | -6 | 4% | -5% | 2%
- Nc1ccc(NC(=O)c2cccc(C(=O)Nc3ccc(N)cc3Cl)c2)c(Cl)c1
  0% | 4%&-22% | 1%&-6% | 7%&-14% | 7%&-11% | -1&1 | 6%&2% | -10%&0% | -15%&0%
- CN(C(=S)NC(=O)C1CC1)c1ccc(O)cc1
  1% | -35% | . | -17% | ? | 16 | . | -2% | .
- CCOC(=O)c1oc2ccccc2c1CSc1nnnn1-c1ccc(C)cc1
  -2% | -1% | 5% | 5% | 6% | -5 | . | -13% | 6%
- COc1cc(C)nc(OCCNC(=O)COc2ccc(Cl)cc2C)n1
  3% | -12% | -5% | -10% | 0% | -1 | -1% | 10% | -2%
- C=C(C)CSc1nnc(-c2cc(OC)c(OC)c(OC)c2)n1N
  -3% | 13% | -7% | 1% | -13% | -5 | -4% | -11% | 5%
- CNC(=O)NCCN1CCCC1=O
  13% | 9% | 13% | 5% | 491%[activator] | -3 | 8% | 0% | 4%
- COc1cc2nc(NCCc3ccccc3)n3nc(-c4cccnc4)nc3c2cc1OC
  . | -15% | 0% | -6% | -1% | -6 | 3% | 3% | 33%
- CCCOC(c1ccccc1)(c1ccc(C(F)(F)F)cc1)C(Oc1nc(C)cc(C)n1)C(=O)O (centres undefined)
  -8% | -14% | -12% | -11% | 9% | -1 | -2% | 5% | 31%
- O=C(COc1ccccc1)Nc1ccc(S(=O)(=O)N2CCCCCC2)cc1
  -10% | -14% | ? | -5% | ? | -2 | 4% | 1% | -9%
- CC(C)CN1C(=O)C(=O)N(CC(=O)NC2CCCc3ccccc32)C1=O (centres undefined)
  -1% | -7% | -12% | -5% | -14% | -1 | 3% | -9% | 9%
- CCc1cn(C2CC(O)C(CO)O2)c(=O)[nH]c1=O (centres undefined)
  -15% | 9% | . | -14% | 19% | -2 | -3% | 8% | .
- Cc1cccc(Oc2nc3c(c(=O)n(C)c(=O)n3C)n2C)c1
  1% | -17%&11% | -6%&8% | -12%&-5% | -1%&-12% | -6&-9 | 1%&2% | -8%&-16% | 1%&0%
- O=c1c2ccccc2oc2c1oc1ccccc12
  -3% | 21% | . | 3% | ? | 4 | 5% | 3% | .

Part of the list above in a different format.
| SMILES | APE1 inh | RGS4 inh | Apoferritin bind | Pol eta inh | 12-LOX inh | LDHA inh | ERG Ets-DNA blk | Pol kappa inh | POLB inh |
| --- | --- | --- | --- | --- | --- | --- | --- | --- | --- |
| COc1cc2nc(NCCc3ccccc3)n3nc(-c4cccnc4)nc3c2cc1OC | . | -15% | 0% | -6% | -1% | -6 | 3% | 3% | 33% |
| CCCOC(c1ccccc1)(c1ccc(C(F)(F)F)cc1)C(Oc1nc(C)cc(C)n1)C(=O)O (centres undefined) | -8% | -14% | -12% | -11% | 9% | -1 | -2% | 5% | 31% |
| O=C(COc1ccccc1)Nc1ccc(S(=O)(=O)N2CCCCCC2)cc1 | -10% | -14% | ? | -5% | ? | -2 | 4% | 1% | -9% |
| CC(C)CN1C(=O)C(=O)N(CC(=O)NC2CCCc3ccccc32)C1=O (centres undefined) | -1% | -7% | -12% | -5% | -14% | -1 | 3% | -9% | 9% |
| CCc1cn(C2CC(O)C(CO)O2)c(=O)[nH]c1=O (centres undefined) | -15% | 9% | . | -14% | 19% | -2 | -3% | 8% | . |
| Cc1cccc(Oc2nc3c(c(=O)n(C)c(=O)n3C)n2C)c1 | 1% | -17%&11% | -6%&8% | -12%&-5% | -1%&-12% | -6&-9 | 1%&2% | -8%&-16% | 1%&0% |

Later entries
Screens in order – APE1 inh | RGS4 inh | Apoferritin bind | Pol eta inh | 12-LOX inh | LDHA inh | ERG Ets-DNA blk | Pol kappa inh | POLB inh
- COc1ccccc1NS(=O)(=O)c1ccc(OC)c([N+](=O)[O-])c1
  2% | 16% | -12% | -10% | 8% | -7 | 11% | -9% | -2%
- CCCCn1c2c(c3ccccc31)CCc1nonc1-2
  -1% | -10% | 7% | -18% | 6%[57.4 µM] | 0 | -4% | 0% | -9%
- COc1ccc(Cn2ccnc2SCC(=O)Nc2nnc(C)s2)cc1
  18% | 5%&-9% | -17%&-3% | -12%&2% | ? | -1&-5 | 5%&0% | -4% | 36%&-1%
- C=CCOC(=O)CCP(=O)(CCC(=O)OCC=C)c1ccccc1
  -1% | -4% | -11% | -7% | 0% | -8 | 0% | -13% | 2%
- O=C(Nc1cccc(C(=O)N2CCOCC2)c1)NC1CCCCC1
  -2% | -42% | -6% | -6% | 0% | 1 | 4% | -7% | -3%
